Compound activity (PubChem BioAssay)
12-LOX inh – Primary qHTS assay for inhibitors of human arachidonate 12S-lipoxygenase (ALOX12): Round 2 | Polyunsaturated fatty acid lipoxygenase ALOX12 (Homo sapiens), P18054 | purified 12hLO, xylenol orange hydroperoxide absorbance | Potency, µM (titrated, usually from 108 µM), for the others: at the top dose activity change, negative = inhibition, hits mostly inhibitors | actives 1.1% (n = 580,000); active means well fitted inhibition curve with a large enough effect; inconclusive means small, poorly fitted or top-dose-only effect, or another doubt; inactive means no such curve, though single readings can be large or run the other way; further: potency means the concentration at half of the fitted maximal effect
Target sequence (P18054 whole entry, looked up): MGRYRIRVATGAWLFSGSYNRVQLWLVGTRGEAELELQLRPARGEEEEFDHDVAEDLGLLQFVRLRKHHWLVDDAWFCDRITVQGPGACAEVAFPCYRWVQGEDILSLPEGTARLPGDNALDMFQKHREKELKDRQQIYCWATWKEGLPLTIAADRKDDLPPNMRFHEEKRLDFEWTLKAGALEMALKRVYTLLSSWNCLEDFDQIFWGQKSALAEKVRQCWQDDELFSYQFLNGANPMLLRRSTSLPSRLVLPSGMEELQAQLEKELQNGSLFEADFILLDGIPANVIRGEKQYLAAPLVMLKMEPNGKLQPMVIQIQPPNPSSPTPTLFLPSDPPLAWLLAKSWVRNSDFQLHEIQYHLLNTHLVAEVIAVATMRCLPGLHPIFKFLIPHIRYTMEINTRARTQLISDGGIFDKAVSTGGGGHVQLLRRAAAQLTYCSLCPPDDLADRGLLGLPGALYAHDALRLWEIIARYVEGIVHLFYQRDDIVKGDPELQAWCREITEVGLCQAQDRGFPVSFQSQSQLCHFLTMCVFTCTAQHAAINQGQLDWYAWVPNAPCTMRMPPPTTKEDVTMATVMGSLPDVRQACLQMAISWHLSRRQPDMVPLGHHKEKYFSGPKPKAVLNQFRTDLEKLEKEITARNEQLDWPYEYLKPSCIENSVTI
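Purified human 12hLO (150 nM final) in 25 mM Hepes, 0.01% Triton X-100, pH 7.0 was preincubated 15 min at room temperature with compound. Then 40 uM arachidonic acid was added, 30 min. Hydroperoxide was read by Fe-XO absorbance ratio 573/405 nm.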
LDHA block – qHTS assay for inhibitors of human lactate dehydrogenase; L-lactate dehydrogenase A chain (Homo sapiens), P00338; purified LDHA, NADH/diaphorase-resazurin fluorescence; stronger effect = lower value; activity change, % (values are at about 110 or 230 µM); actives 0.15% (n = 480,000); AID 1347041, 2019; in the data active means activity change below about -30%; inconclusive means mostly about -25% to -30%;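 further: plate controls were DMSO wells for no effect and wells without enzyme for full effect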
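Remaining NADH was detected by diaphorase (0.133 mg/mL) converting 37 µM resazurin to fluorescent resorufin, read at 0 and 20 minutes. The preceding 5-minute room-temperature reaction used 2 nM LDHA, 0.2 mM sodium pyruvate and 0.06 mM NADH at pH 7.4.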
* marks the source's active call; other numbers are inactive results; u = inconclusive; [ ] = another dose, or the depositor's remark. Unless noted, on the % scale 0 is the no-effect control and ±100 the full control effect. Not all compounds are listed, so the mix of outcomes need not match the whole.

| 12-LOX inh | LDHA block | SMILES |
| --- | --- | --- |
| u | 5 | CCOCCCNC(=O)CSCc1ccc(C)cc1 |
| -25% | 2 | Cn1nc(C(=O)Nc2ccc(C(C)(C)C)cc2)c2ccccc2c1=O |
| -31% | 4 | CNC(=O)CN1C(=O)CN(C(=O)NCc2ccccc2)c2ccccc21 |
| -21% | 5 | CS(=O)(=O)c1ccc(C(=O)COC(=O)COc2ccc3ccccc3c2)cc1 |
| 42%[activator] | 14 | Cc1cc(NC(=O)c2ccc(F)cc2)cc(-c2nc3ccccc3o2)c1O |
| -29% | 0 | CCc1ccc(C(C)NC(=O)CSc2nc(CN3CCOCC3)nc3ccccc23)cc1 (stereo unspecified) |
| -26% | 4 | CC(NC(=O)c1ccc(Br)o1)c1ccc(C(F)(F)F)cc1 (stereo unspecified) |
| 11% | 6 | Cc1cc2nc(/C(C#N)=C/c3cccc(Oc4ccccc4)c3)[nH]c2cc1C |
| u | 9 | Cc1cc(S(=O)(=O)N2CCOC23CCN(C(=O)c2ccccc2C(F)(F)F)CC3)ccc1F |
| -10% | 3 | COc1cc2oc(=O)c(CC(=O)NCc3ccc4c(c3)OCO4)c(C)c2cc1OC |
| -25% | 5 | O=C(Cn1ncc2ccccc2c1=O)Nc1cc(F)cc(F)c1 |
| -2% | -6 | NCCC(=O)Nc1cccc2ccccc12 |

Later entries.
| 12-LOX inh | LDHA block | SMILES |
| --- | --- | --- |
| 47%[activator] | 1 | CC(=O)Oc1ccc2c(=O)c(-c3nc4ccccc4s3)c(C)oc2c1 |
| u | 4 | Cc1cccc(C(=O)NC(Nc2ccccc2C)C(Cl)(Cl)Cl)c1 (stereo unspecified) |
| -10% | 7 | N#Cc1ccc(C(=O)Nc2cc(-c3nc4ncccc4o3)ccc2Cl)c(F)c1 |
| 23% | 1 | CCOc1ccc(S(=O)(=O)N(C)CC(=O)N2CCN(C)CC2)cc1C |
| 12% | 0 | CCOC(=O)C(NC(=O)NC)C(F)(F)F (stereo unspecified) |
| -6% | 4 | CONC(=O)c1sc2nc(C(C)(C)C)nc(C)c2c1C |
| 5% | 2 | c1ccc(-c2cc3c(Oc4cccc5ccccc45)ncnc3s2)cc1 |
| -2% | 5 | CN(C)CC(C)(C)CNC(=O)c1cc2cc(Cl)ccc2[nH]1 |
| 2% | 4 | CCc1ccc(C(=O)OCC(=O)c2c[nH]c3ccccc23)cc1 |
| 28% | 18 | CCN(CC)S(=O)(=O)c1ccc(N2CCOCC2)c(NC(=O)CC2CCCC2)c1 |
| u | 10 | CC1=C/C(=N\Nc2ccccc2Cl)CC1 |
| -20% | 0 | O=C(COc1ccc(C(=O)c2ccccc2)cc1)OCCOc1cccc(Cl)c1 |

Following part.
| 12-LOX inh | LDHA block | SMILES |
| --- | --- | --- |
| -19% | 1 | O=C(Cn1c(NCc2ccccc2)nc2ccccc21)Nc1ccc2c(c1)OCCO2 |
| 2% | 2 | CC1C(c2ccc(F)cc2)=[N+]([O-])C(C)(c2ccc(Br)cc2)N1O (stereo unspecified) |
| u | -2 | O=C(O)C1C(c2ccccc2)C(C(=O)O)C1c1ccccc1 (stereo unspecified) |
| 44%[activator] | 8 | CCCCNC(=O)c1cc(-c2ccc(OC)cc2OC)nc2ccccc12 |
| u | 0 | COC(=O)c1ccc(CNC(=O)c2cc3c(C)nn(C)c3s2)cc1 |
| 12% | 8 | CCOC(=O)c1c[nH]c2cc(Br)c(Br)cc12 |
| -6% | 1 | Cn1nc(C(=O)N(CC(N)=O)c2ccccc2)c2ccccc2c1=O |
| -1% | 2 | COCCCNc1oc(-c2ccc(S(=O)(=O)N3CCOCC3)cc2)nc1C#N |
| 11% | 0 | NCc1ccc(OCc2ccccc2)cc1 |
| 10% | 1 | COc1ccccc1C(=O)COC(=O)Cc1coc2cc(C)ccc12 |
| -13% | -4 | CC(C)OCC(O)Cn1c(NCc2ccccc2)nc2c1c(=O)[nH]c(=O)n2C (stereo unspecified) |
| -15% | 2 | CCOC(=O)N1CCN(C(=O)C[C@@H]2C[C@@]3(C(=O)OCC)CCCC=C3N(Cc3ccccc3)C2=O)CC1 |

More compounds follow.
| 12-LOX inh | LDHA block | SMILES |
| --- | --- | --- |
| u | 6 | COC(=O)C1=C(N)OC2=C(C(=O)CC(c3ccccc3)C2)C1c1ccc(C)cc1 (stereo unspecified) |
| 10% | -11 | O=C(c1ccn(COc2cccc(Cl)c2)n1)N1CCN(Cc2ccccc2F)CC1 |
| u | -15 | Cc1ccc(CNC(=O)CSc2ncc(-c3ccc(F)cc3)o2)cc1 |
| -24% | -3 | CCN(C(=O)C(=O)c1c[nH]c2ccccc12)c1ccc(OC)cc1 |
| 14% | -12 | CC1Cc2cc(S(=O)(=O)NCCC(=O)NCc3cccs3)ccc2N1C(=O)C1CC1 (stereo unspecified) |
| -1% | 3 | Cc1ccc(N(C(=O)c2ccc(F)cc2)C2C=CS(=O)(=O)C2)cc1Cl (stereo unspecified) |
| -7% | 1 | O=C(NCc1ccc(C(F)(F)F)cc1)c1ccc(CN2CCCCC2)cc1 |
| u | 6 | CCOc1cccc2c1Oc1nc(-c3cc(OC)ccc3OC)[nH]c(=O)c1C2 |
| u | 0 | COC(=O)[C@@]1(Cc2ccc(F)cc2)[C@H]2c3cc(C(=O)N(C)C)n(Cc4ccc(C)o4)c3C[C@H]2CN1C(=O)c1ccccc1 |
| -30% | -6 | CN(Cc1ccccc1)Cc1nc2c(c(=O)n(C)c(=O)n2C)n1CC(N)=O |
| -12% | 2 | CC1CCc2c(c(-c3ccccc3O)nc3ccc4ccccc4c23)C1 (stereo unspecified) |
| u | 31 | Cc1ccc2nc(CSc3nnc4c(Cl)cc(C(F)(F)F)cn34)cn2c1 |

The list continues.
| 12-LOX inh | LDHA block | SMILES |
| --- | --- | --- |
| 22% | -4 | O=C(O)Cc1ccc(F)cc1Cl |
| u | -7 | O=C1CSc2ccc(C(=O)NNC(=O)c3cc(-c4ccccc4)nc4ccccc34)cc2N1 |
| 48%[activator] | -19 | CCOc1cc(C)c(C(C)C)cc1S(=O)(=O)n1ccnc1C |
| -13% | -8 | CCOC(=O)C[C@@H]1OC[C@H](Cc2ccccc2)N1S(=O)(=O)c1ccc(C)cc1 |
| -13% | 8 | CCOc1cc(C2C3=C(CC(C)(C)CC3=O)OC3=C2C(=O)CC(C)(C)C3)ccc1OC(=O)CC |
| 11% | 10 | CC1C(c2ccc(Cl)cc2)=[N+]([O-])C(C)(C)N1O (stereo unspecified) |
| u | 6 | O=C(CCc1cc2ccccc2o1)NC12CC3CC(CC(C3)C1)C2 |
| 97%[activator] | -10 | O=C(Cn1c(=O)n(Cc2ccc(F)cc2)c(=O)c2sccc21)NCc1ccco1 |
| -3% | 2 | CCCC(=O)N1N=C(c2ccc3c(c2)OCO3)CC1c1ccc2nccnc2c1 (stereo unspecified) |
| 23% | 5 | CNc1c(NC(=O)c2cc(OC)c(OC)c(OC)c2)c(=O)oc2ccccc12 |
| -39% | -4 | C=CCNS(=O)(=O)c1cc(C(=O)O)ccc1F |
| 3% | -3 | COc1ccc(Nc2ccc([N+](=O)[O-])c3cnccc23)cc1 |

More entries follow:
| 12-LOX inh | LDHA block | SMILES |
| --- | --- | --- |
| -4% | -24 | COc1cc(OC)c(NC(=O)Cn2c(C(=O)c3cccc(F)c3)nc3ccccc32)cc1Cl |
| -17% | -2 | COc1ccc(CCNC(=O)CSc2nnnn2-c2c(C)cccc2C)cc1OC |
| u | -1 | CCCC1N=C2c3ccccc3N=C(SCC(=O)Nc3ccc(OC)c(Cl)c3)N2C1=O (stereo unspecified) |
| 4% | 3 | O=C(CCc1cccnc1)Nc1ccc(Cl)cc1F |
| 6% | 5 | CCCCN(CC)C(=O)NNC(=O)C(C)Oc1ccc(C#N)cc1 (stereo unspecified) |
| 0% | 9 | Cc1ccc(C(=O)CC(c2ccc(Cl)cc2)S(=O)(=O)c2ccc(C)cc2)cc1 (stereo unspecified) |
| u | 6 | Nc1nc(Cl)nc(Nc2ccccc2)c1[N+](=O)[O-] |
| 25% | 1 | COc1cc(C(=O)Nc2ncccc2C)cc(Cl)c1OC(C)C |
| u | 8 | CC1CC(C#N)NC(=S)N1 (stereo unspecified) |
| -1% | 3 | O=C(CSc1nnc(-c2ccncc2)n1Cc1ccccc1)Nc1ccccc1C(=O)NC1CC1 |
| -12% | 4 | Cc1cccc(-n2nnnc2SCC(=O)N(C)c2ccccc2C(=O)NCc2ccco2)c1C |
| u | 13 | Cc1ccc(NC(=O)COc2cccc(F)c2)cc1OCc1cc(=O)n2c(ncn2C(C)C)n1 |

Retrieved one by one from above, 5 records:
| 12-LOX inh | LDHA block | SMILES |
| --- | --- | --- |
| u | -1 | CCCC1N=C2c3ccccc3N=C(SCC(=O)Nc3ccc(OC)c(Cl)c3)N2C1=O (stereo unspecified) |
| u | 13 | Cc1ccc(NC(=O)COc2cccc(F)c2)cc1OCc1cc(=O)n2c(ncn2C(C)C)n1 |
| 25% | 1 | COc1cc(C(=O)Nc2ncccc2C)cc(Cl)c1OC(C)C |
| -17% | -2 | COc1ccc(CCNC(=O)CSc2nnnn2-c2c(C)cccc2C)cc1OC |
| 0% | 9 | Cc1ccc(C(=O)CC(c2ccc(Cl)cc2)S(=O)(=O)c2ccc(C)cc2)cc1 (stereo unspecified) |

Carrying on.
| 12-LOX inh | LDHA block | SMILES |
| --- | --- | --- |
| u | 16 | CCCc1cc(=O)oc2cc(OCC(=O)O)ccc12 |
| u | 8 | O=C(Nc1nc(-c2ccc(Cl)s2)cs1)c1ccccc1F |
| 11µM* | 22 | CCc1ccc(S(=O)(=O)Nc2ccc3nc(N4CCN(CCC#N)CC4)cc(C(=O)O)c3c2)cc1 |
| 3% | -13 | Cc1ccc(OCCOC(=O)Cn2cnc3c2c(=O)n(C)c(=O)n3C)cc1 |
| -16% | 7 | CCC(C)Nc1nc(-c2ccncc2)nc2ccccc12 (stereo unspecified) |
| 11% | -3 | Cn1c(CCNC(=O)c2ccccc2F)nnc1SCC(=O)N1CCc2ccccc21 |
| 3% | 5 | Cc1ccc2c(C)c(C(=O)Nc3nonc3-c3cccs3)oc2c1C |
| u | -8 | COc1cccc(OC)c1OCc1cc(-c2ccco2)on1 |
| 16% | -9 | O=C(Nc1ccc2oc(=O)ccc2c1)c1ccccc1 |
| 10% | 9 | CC(=O)Nc1cccc(C(=O)OCC(=O)c2ccc[nH]2)c1 |
| 0% | 5 | Fc1cc(CSc2nncn2C2CC2)c2ncccc2c1 |
| -7% | 1 | CC1CN(CCCCN)CC(C)O1 (stereo unspecified) |

4 of the compounds above, field by field:
molecule: CCOc1cc(C2C3=C(CC(C)(C)CC3=O)OC3=C2C(=O)CC(C)(C)C3)ccc1OC(=O)CC
  12-LOX inh = -13%; LDHA block = 8

molecule: COc1ccccc1C(=O)COC(=O)Cc1coc2cc(C)ccc12
  12-LOX inh = 10%; LDHA block = 1

molecule: COc1cccc(OC)c1OCc1cc(-c2ccco2)on1
  12-LOX inh = u; LDHA block = -8

molecule: CN(Cc1ccccc1)Cc1nc2c(c(=O)n(C)c(=O)n2C)n1CC(N)=O
  12-LOX inh = -30%; LDHA block = -6

Next part:
| 12-LOX inh | LDHA block | SMILES |
| --- | --- | --- |
| 30% | 2 | Cc1cccc(OCCSc2nc3ccccc3n2CC(O)CO)c1 (stereo unspecified) |
| u | 1 | CCN(CC)c1ccc(NC(=O)COc2ccc3c(=O)c(Oc4ccccc4F)c(C)oc3c2)cc1 |
| -4% | 0 | CC(Sc1n[nH]c(-c2cccs2)n1)C(=O)Nc1cc(C(F)(F)F)ccc1Cl (stereo unspecified) |
| u | 0 | Cc1ccc(C(=O)c2sc(Nc3cccc(Br)c3)nc2N)cc1 |
| -12% | 2 | CC1(C)CC(NC(=O)CCc2ccsc2)CC(C)(C)N1 |
| u | 0 | COC(=O)c1ccc(CN)o1 |
| -4% | 9 | COc1ccc(S(=O)(=O)N2CCN(Cc3cccc(C(F)(F)F)c3)CC2)cc1OC |
| -22% | -1 | CSc1nc(C)c(CCC(=O)NC(C)c2ccc(F)cc2)c(C)n1 (stereo unspecified) |
| 10µM* | 4 | c1ccc(OCc2nn3c(CN4CCOCC4)nnc3s2)cc1 |
| u | 1 | N=C(N)N1CCN(c2ccccc2)CC1 |
| u | -2 | O=C(NCCN1CCOCC1)c1ccc(NC(=O)c2ccc(Br)o2)cc1 |
| u | 5 | CCc1ccc2oc(C(=O)NCC(c3ccc(C)o3)N3CCCCC3)cc(=O)c2c1 (stereo unspecified) |

Other entries:
| 12-LOX inh | LDHA block | SMILES |
| --- | --- | --- |
| -26% | -7 | Cc1ccc(CNC(=O)c2ccccc2NC(=O)Cn2cnc3c2c(=O)n(C)c(=O)n3C)cc1 |
| u | 19 | CCc1cccc(C)c1NC(=O)CCc1ncc(-c2ccc(F)cc2F)o1 |
| -1% | -2 | COC(=O)C[C@@H]1CC[C@@H](NS(=O)(=O)c2cccc(OC)c2)[C@@H](CO)O1 |
| 5% | 1 | O=C1C(c2ccccc2)=C(c2ccccc2)C(c2ccccc2)=C1c1ccccc1 |
| u | -18 | O=C(CCc1ncc(-c2ccccc2Cl)o1)NCC1(N2CCCCC2)CCCCC1 |
| 4% | 10 | Cc1ccccc1N1CC(C(=O)Nc2ccccc2C(=O)N2CCN(c3ccccc3)CC2)CC1=O (stereo unspecified) |
| -17% | 1 | Cc1ccc(-n2nnnc2SCc2cc(=O)oc3c(C)c(C)ccc23)cc1 |
